Screening results deposited in PubChem BioAssay by Broad Institute.
IDH1 R132H inh: inhibitors of IDH1 R132H reductase, primary screen, biochemical, plate reader, single point. inhibition, % at 10 µM. diaphorase/resazurin fluorescence, 60 min. Isocitrate dehydrogenase [NADP] cytoplasmic (Homo sapiens), O75874. AID 624101, 2012. 0.18% of 70,000 active; in the data active means inhibition above about 34%;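 further: 0% = DMSO and 100% = no enzyme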
Target sequence (O75874 whole entry R132H): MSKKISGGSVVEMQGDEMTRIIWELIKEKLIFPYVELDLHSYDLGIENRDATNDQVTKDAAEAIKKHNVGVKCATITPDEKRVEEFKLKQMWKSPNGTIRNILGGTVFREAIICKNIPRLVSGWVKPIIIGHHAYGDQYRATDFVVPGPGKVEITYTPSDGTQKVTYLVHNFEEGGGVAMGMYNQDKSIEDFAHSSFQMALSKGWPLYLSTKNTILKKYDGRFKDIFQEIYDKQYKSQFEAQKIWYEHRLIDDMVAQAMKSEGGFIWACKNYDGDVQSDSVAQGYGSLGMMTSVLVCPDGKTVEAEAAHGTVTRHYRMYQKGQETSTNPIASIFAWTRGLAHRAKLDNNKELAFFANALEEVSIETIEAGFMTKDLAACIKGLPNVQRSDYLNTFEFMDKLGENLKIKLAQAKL
EZH2 inh: EZH2/PRC2 methyltransferase inhibitors, primary screen, biochemical, DELFIA time-resolved fluorescence, single point; AID 651548, 2012; PRC2 H3K27 methylation, DELFIA TRF, 1 h; inhibition, % at 12.5 µM; Histone-lysine N-methyltransferase EZH2 (Homo sapiens), Q15910; 0.35% of 57,000 active;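 active means mean inhibition of replicates at least 50% and every single replicate also reaching 50%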;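 further: dimethyl H3K27 on biotinylated H3 21-44 peptide detected by antibody; plate controls were median neutral control wells for no effect and median positive control wells for full effect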
An asterisk follows results filed as active; · = no result given. Some of the compounds tested. The share of hits here may be higher or lower than overall.

SMILES	IDH1 R132H inh	EZH2 inh
COc1ccc(S(=O)(=O)Nc2cccc3c2O[C@@H](CN(C)C(=O)Nc2ccc4c(c2)OCO4)[C@@H](C)CN([C@@H](C)CO)C3=O)cc1	-0.7	·
CCCC#Cc1ccc2c(c1)O[C@H](CN(C)C(C)=O)[C@H](C)CN([C@H](C)CO)S2(=O)=O	-0.5	-7.8
O=C(N/N=C/c1cc(Cl)cc(Cl)c1O)c1ccccn1	·	-6.5
C[C@@H]1CN([C@H](C)CO)C(=O)Cc2cc(NC(=O)CCC(F)(F)F)ccc2O[C@H]1CN(C)Cc1ccc2c(c1)OCO2	0.9	-2.5
C[C@@H]1CN([C@@H](C)CO)C(=O)Cc2cc(NC(=O)c3ccncc3)ccc2O[C@@H]1CN(C)S(=O)(=O)c1ccc(Cl)cc1	·	-7.1
Cc1noc(C)c1S(=O)(=O)Nc1cccc2c1O[C@H](CN(C)Cc1ccncc1)[C@H](C)CN([C@H](C)CO)C2=O	1.0	·
COc1ccc(S(=O)(=O)N(C)C[C@@H]2Oc3ccc(NC(=O)NC4CCCCC4)cc3CC(=O)N([C@H](C)CO)C[C@H]2C)cc1	1.7	·
C[C@@H]1CN([C@H](C)CO)C(=O)c2cc(-c3cccnc3)cnc2O[C@H]1CN(C)C(=O)C1CC1	-1.8	9.5
CCC(=O)N(C)C[C@H]1Oc2ncc(-c3ccccc3C)cc2C(=O)N([C@H](C)CO)C[C@@H]1C	0.2	·
O=C(C[C@H]1CC[C@H](NC(=O)CN2CCOCC2)[C@@H](CO)O1)NCc1cccc(F)c1	-0.1	11.3
COc1cccc(-c2cn(CC[C@H]3CC[C@@H](NS(=O)(=O)Cc4ccccc4)[C@@H](CO)O3)nn2)c1	-0.9	1.5
O=C(C[C@@H]1C=C[C@@H](NC(=O)C2CCC2)[C@H](CO)O1)NCc1ccccc1Cl	0.9	3.7
C[C@@H]1CN([C@@H](C)CO)C(=O)CCCn2nncc2CO[C@H]1CN(C)S(=O)(=O)c1ccc(C#N)cc1	0.2	·
C[C@H](CO)N1C[C@H](C)[C@@H](CN(C)CC2CCCCC2)Oc2c(NC(=O)C3CCOCC3)cccc2C1=O	6.4	-6.6
C[C@@H]1CN([C@@H](C)CO)C(=O)CCCn2nncc2CO[C@H]1CN(C)C(=O)Nc1ccccc1F	-1.1	·
O=C(NCC[C@@H]1CC[C@H](NS(=O)(=O)c2ccccc2)[C@H](CO)O1)c1ccccc1F	-0.1	-2.1
CC(C)C#Cc1cnc2c(c1)C(=O)N([C@H](C)CO)C[C@@H](C)[C@@H](CN(C)Cc1cncnc1)O2	·	-1.8
C[C@@H]1CN([C@@H](C)CO)C(=O)c2cc(NS(=O)(=O)c3ccc(Cl)cc3)ccc2O[C@@H]1CN(C)Cc1ccc(C(=O)Nc2ccccc2N)cc1	·	-11.9
COc1ccc(N(C(=O)c2ccccc2)S(=O)(=O)c2cccc([N+](=O)[O-])c2)cc1	0.7	2.4
COc1cccc(NC(=O)N(C)C[C@@H]2Oc3cc(C#Cc4ccccc4)ccc3S(=O)(=O)N([C@@H](C)CO)C[C@@H]2C)c1	-3.2	-10.4
COc1ccc(-c2ccc3c(c2)O[C@@H](CN(C)C(C)=O)[C@H](C)CN([C@@H](C)CO)S3(=O)=O)cc1	-3.8	5.0
CCO[C@H]1OC(C(=O)N2CCN(C)CC2)=C[C@@H](c2ccc(C(F)(F)F)cc2)[C@@H]1CCCO	·	4.9
C[C@@H]1CN([C@H](C)CO)C(=O)c2cc(NS(=O)(=O)c3ccc(F)cc3)ccc2O[C@@H]1CN(C)Cc1ccccc1	0.5	3.3
Cc1ccc(S(=O)(=O)N[C@H]2CC[C@H](CCNC(=O)c3ccc4c(c3)OCO4)O[C@@H]2CO)cc1	-0.3	-6.7
C[C@@H]1CN([C@@H](C)CO)C(=O)c2cc(NC(=O)CCCN(C)C)ccc2O[C@@H]1CN(C)Cc1ccc(Cl)c(Cl)c1	1.8	-16.0
CC(C)CC#Cc1ccc2c(c1)O[C@@H](CN(C)C(=O)NC(C)C)[C@@H](C)CN([C@@H](C)CO)S2(=O)=O	-0.3	·
C[C@H](CO)N1C[C@H](C)[C@@H](CN(C)C(=O)Nc2ccc(C(F)(F)F)cc2)Oc2c(NC(=O)C3CCCCC3)cccc2C1=O	·	-12.1
C[C@@H]1CN([C@@H](C)CO)C(=O)c2c(c3ccccc3n2C)-c2ccccc2CO[C@@H]1CN(C)C(=O)Nc1ccc(F)cc1	·	-5.5
CC(C(=O)Nc1ccc(Oc2ccccc2)cc1)N(c1ccc(Cl)cc1)S(C)(=O)=O (stereo not drawn)	-0.2	19.2
NC(=O)COc1ccccc1/C=N/NC(=O)CCCCC(=O)NO	-0.9	11.9
C[C@H]1CN([C@@H](C)CO)C(=O)c2cc(NS(=O)(=O)c3ccc(F)cc3)ccc2O[C@H]1CN(C)C(=O)Nc1cccc2ccccc12	-2.8	·
CC(C)CN1C(=O)[C@@]2(Cc3ccccc31)c1ccccc1C(=O)N(Cc1ccccc1Cl)[C@H]2c1ccc(CO)cc1	0.5	-1.0
OCc1ccc(-c2ccncc2)cc1	0.2	-8.3
Cc1nnc(SCC(=O)Nc2cc(Cl)ccc2Cl)s1	-0.9	1.4
CN1CCN(C(=O)C[C@H]2C=C[C@H](NC(=O)c3ccc4c(c3)OCO4)[C@H](CO)O2)CC1	-0.1	-15.6
C[C@H](CO)N1C[C@H](C)[C@H](CN(C)CC2CCCCC2)OCCCC[C@H](C)Oc2ccc(NC(=O)c3ccncc3)cc2C1=O	3.3	·
Cn1c(SCC(=O)Nc2ccc(F)c(Cl)c2)nnc1-c1ccccc1Cl	0.5	6.3
COCC(=O)N(C)C[C@@H]1Oc2cc(C#CC(C)(C)O)ccc2S(=O)(=O)N([C@@H](C)CO)C[C@@H]1C	0.2	-2.3
O=C(CNS(=O)(=O)c1ccc(Cl)cc1)Nc1cccc([N+](=O)[O-])c1	-0.6	-13.0
O=C(Cc1cccnc1)N[C@H]1CC[C@H](CCn2cc(Cc3ccccc3)nn2)O[C@@H]1CO	-0.2	-10.3

The list goes on; the last four above are carried over.
SMILES	IDH1 R132H inh	EZH2 inh
Cn1c(SCC(=O)Nc2ccc(F)c(Cl)c2)nnc1-c1ccccc1Cl	0.5	6.3
COCC(=O)N(C)C[C@@H]1Oc2cc(C#CC(C)(C)O)ccc2S(=O)(=O)N([C@@H](C)CO)C[C@@H]1C	0.2	-2.3
O=C(CNS(=O)(=O)c1ccc(Cl)cc1)Nc1cccc([N+](=O)[O-])c1	-0.6	-13.0
O=C(Cc1cccnc1)N[C@H]1CC[C@H](CCn2cc(Cc3ccccc3)nn2)O[C@@H]1CO	-0.2	-10.3
C[C@@H]1CCCCO[C@H](CN(C)C(=O)CCC(F)(F)F)[C@H](C)CN([C@@H](C)CO)C(=O)c2cc(NC(=O)Nc3ccc4c(c3)OCO4)ccc2O1	-1.4	·
COc1ccc(CCNc2nc(-c3ccncc3)cs2)cc1OC	0.6	-9.7
CO[C@@H]1CN(C)C(=O)c2cc(NC(=O)C3CC3)ccc2OC[C@H](C)N(Cc2ccc(F)cc2)C[C@@H]1C	-0.2	4.7
C[C@H](CO)N1C[C@H](C)[C@@H](CN(C)Cc2ccccc2)Oc2c(NS(=O)(=O)c3ccc(Cl)cc3)cccc2C1=O	·	-5.7
CCOc1cccc2cc(C(=O)NCc3cccnc3)c(=O)oc12	-0.4	·
CC(C)NC(=O)NCC[C@@H]1CC[C@H](NS(=O)(=O)c2ccc(Oc3ccccc3)cc2)[C@H](CO)O1	0.1	2.5
CNC[C@H]1Oc2cc(-c3ccc(C#N)cc3)ccc2S(=O)(=O)N([C@H](C)CO)C[C@@H]1C	2.7	-6.3
CC(C)NC(=O)N(C)C[C@H]1Oc2cc(-c3cccnc3)ccc2S(=O)(=O)N([C@H](C)CO)C[C@@H]1C	3.0	-1.2
CC(=O)c1ccc(NC(=O)c2ccc(CSc3nc4ccc([N+](=O)[O-])cc4s3)cc2)cc1	-0.1	16.3
C[C@@H]1CN([C@@H](C)CO)C(=O)c2cc(NS(=O)(=O)c3cn(C)cn3)ccc2O[C@@H]1CN(C)S(=O)(=O)c1ccc(F)cc1	-3.7	·
C[C@@H]1CCCCO[C@H](CN(C)C(=O)NC2CCCCC2)[C@@H](C)CN([C@@H](C)CO)C(=O)c2cc(NC(=O)c3ccncc3)ccc2O1	15.3	·
CCC(=O)N1C[C@@H](C)[C@H](OC)CN(C)C(=O)c2cc(NC(=O)c3ccccc3)ccc2OC[C@H]1C	0.1	4.6
Cc1ccc(OCC(=O)Nc2ccccc2C#N)cc1C	0.0	13.2
CSC1=NC=C(C#N)C2=NC(c3ccc(Cl)cc3)NN12 (stereo not drawn)	0.1	-15.1
CCC(=O)Nc1ccc2c(c1)C(=O)N(C)C[C@@H](OC)[C@@H](C)CN(C(=O)CN(C)C)[C@H](C)CO2	-0.1	0.6
Cc1nc(CSc2ncnc3sc4c(c23)CCC4)cs1	0.4	-7.5
C[C@H](CO)N1C[C@H](C)[C@H](CN(C)Cc2ccccn2)Oc2cc(-c3cccnc3)ccc2S1(=O)=O	0.2	3.5
Cc1cccc(OCC(=O)Nc2cc(C(F)(F)F)ccc2N2CCOCC2)c1	-0.2	10.5
CSc1ccccc1-n1nnnc1SCCSc1ccccc1-n1nnnc1SC	0.1	9.2
CCC(=O)N1C[C@@H](C)[C@@H](OC)CN(C)C(=O)c2ccc(NC(=O)COC)cc2OC[C@H]1C	-0.1	-2.1
Cc1ccc(S(=O)(=O)N(C)C[C@H]2Oc3c(NC(=O)NC4CCCCC4)cccc3C(=O)N([C@H](C)CO)C[C@H]2C)cc1	·	-8.5
COc1ccc(NC(=O)N(C)C[C@H]2OCCCC[C@@H](C)Oc3ccc(N(C)C)cc3C(=O)N([C@@H](C)CO)C[C@H]2C)cc1	·	1.5
C[C@H](CO)N1C[C@H](C)[C@H](CN(C)C(=O)Nc2ccc3c(c2)OCO3)Oc2ccc(NC(=O)Nc3ccc4c(c3)OCO4)cc2C1=O	-1.3	·
O=C(C[C@H]1CC[C@@H](NS(=O)(=O)c2ccccc2F)[C@@H](CO)O1)NCCCN1CCOCC1	0.2	7.2

Given with each value named: 2 of the compounds above
CSc1ccccc1-n1nnnc1SCCSc1ccccc1-n1nnnc1SC
  IDH1 R132H inh = 0.1 | EZH2 inh = 9.2
CCC(=O)N1C[C@@H](C)[C@@H](OC)CN(C)C(=O)c2ccc(NC(=O)COC)cc2OC[C@H]1C
  IDH1 R132H inh = -0.1 | EZH2 inh = -2.1

Following part:
SMILES	IDH1 R132H inh	EZH2 inh
COc1ccc(S(=O)(=O)N(C)C[C@@H]2OCCCC[C@H](C)Oc3ccc(NS(=O)(=O)c4ccc(Cl)cc4)cc3C(=O)N([C@@H](C)CO)C[C@H]2C)cc1	0.8	·
C[C@H]1CCCCO[C@@H](CN(C)C)[C@@H](C)CN([C@@H](C)CO)C(=O)c2cc(NC(=O)CCCN(C)C)ccc2O1	3.3	-1.1
COc1ccc(NC(=O)c2ccc(OC(C)C(=O)O)cc2)cc1Cl (stereo not drawn)	-0.4	3.2
COc1ccc(NC(=O)N(C)C[C@@H]2Oc3ccc(NC(=O)Nc4ccc(C(F)(F)F)cc4)cc3CC(=O)N([C@H](C)CO)C[C@@H]2C)cc1	-0.2	·
O=C(Nc1ccc(F)cc1)N[C@@H]1CC[C@H](CCNS(=O)(=O)c2ccccc2F)O[C@@H]1CO	0.2	-2.2
C[C@@H]1CN([C@H](C)CO)C(=O)Cc2cc(N(C)C)ccc2O[C@H]1CN(C)C(=O)Nc1cccc2ccccc12	-0.1	4.4
O=C(C[C@H]1C[C@H]2c3cc(NC(=O)c4ccc5c(c4)OCO5)ccc3O[C@H]2[C@@H](CO)O1)NCc1ccc(Cl)cc1	0.4	-3.0
NCC[C@H]1CC[C@@H](NC(=O)C2CCCC2)[C@H](CO)O1	0.2	7.7
C[C@@H]1CN([C@@H](C)CO)S(=O)(=O)c2ccc(C3=CCCC3)cc2O[C@@H]1CN(C)S(=O)(=O)c1ccc(F)cc1	0.0	3.7
COC(=O)COc1cccc(NC(=O)c2ccccc2I)c1	0.2	-14.1
C/C=C/c1ccc2c(c1)O[C@@H](CN(C)CC1CC1)[C@@H](C)CN([C@H](C)CO)S2(=O)=O	-1.5	-7.4
CO[C@H]1CN(C)C(=O)c2cc(NC(=O)C3CC3)ccc2OC[C@@H](C)N(C(=O)NC(C)C)C[C@H]1C	0.2	8.2
C[C@H](CO)N1C[C@H](C)[C@H](CN(C)Cc2ccncc2)Oc2ccc(NC(=O)Nc3ccc4c(c3)OCO4)cc2C1=O	1.7	8.2
CO[C@@H]1CN(C)C(=O)c2ccc(NC(=O)C3CCC3)cc2OC[C@H](C)N(Cc2ccncc2)C[C@H]1C	-0.5	1.2
C[C@H](CO)N1C[C@H](C)[C@@H](CN(C)C(=O)Nc2ccc3c(c2)OCO3)Oc2ccc(N(C)C)cc2C1=O	-0.7	2.3
C[C@@H]1CCCCO[C@H](CN(C)S(=O)(=O)c2ccc(Cl)cc2)[C@@H](C)CN([C@H](C)CO)C(=O)c2cc(NC(=O)c3ccccc3)ccc2O1	8.4	·
